# From PubChem
# Bcl-B Bim block: disrupts Bim peptide binding to human Bcl-B; Q9HD36; bead-based flow cytometry; inhibition, % at 10 µM; hit rate 0.073% among 190,000; AID 951;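 note: 0% = tracer peptide without compound and 100% = reference inhibitor peptide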
# Target sequence (Q9HD36 whole entry, looked up): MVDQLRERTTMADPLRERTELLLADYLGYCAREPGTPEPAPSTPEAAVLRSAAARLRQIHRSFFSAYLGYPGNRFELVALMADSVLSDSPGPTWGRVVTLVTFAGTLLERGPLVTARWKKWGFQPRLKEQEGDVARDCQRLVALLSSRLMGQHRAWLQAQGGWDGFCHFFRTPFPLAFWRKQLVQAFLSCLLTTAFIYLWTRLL
# GSH bead fluor: GSH bead compound fluorescence profile. GSH beads flow cytometry, compound fluorescence 488/530 nm; hits give high values. fluorescence (KMESF) at 10 µM. hit rate 0.25% among 190,000. AID 1776; in the data active = fluorescence above about 89;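 note: glutathione beads carrying GST-tagged Bcl family fusion proteins plus one bare bead set; values are compound well signal with DMSO vehicle wells as background; inactives centre near 16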
# Bim-Bfl-1: inhibitors of Bim-Bfl-1 interaction, human. Bead-based flow cytometry, Bim-Bfl-1 binding inhibition. Q16548. inhibition, % at 10 µM. hit rate 0.12% among 190,000;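 note: 0% = wells without compound plus tracer and 100% = blocker peptide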
# Bim-Bcl-W: human Bim-Bcl-W interaction inhibition | bead-based flow cytometry, Bim peptide-Bcl-W binding | inhibition, % at 10 µM | hit rate 0.02% among 190,000;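 note: 0% = bound tracer without compound and 100% = peptide blocker; higher means less fluorescent Bim peptide bound to Bcl-W beads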
# Target sequence (Q92843 whole entry, looked up): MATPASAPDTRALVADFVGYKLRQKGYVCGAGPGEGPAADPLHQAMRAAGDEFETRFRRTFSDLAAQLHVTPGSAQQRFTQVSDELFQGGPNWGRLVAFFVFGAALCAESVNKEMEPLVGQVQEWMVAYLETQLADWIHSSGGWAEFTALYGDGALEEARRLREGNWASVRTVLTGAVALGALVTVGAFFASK
# RGS4-Gao reg: human RGS4-Galphao interaction regulation; P09471; Multiplexed bead flow cytometry, RGS4-Galphao binding; actives lie on both sides; binding response (% of control), % at 10 µM; hit rate 0.33% among 220,000; AID 1415; in the data active = binding response below about 49% or above about 150%; inactive = in between;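 note: fluorescent Galphao activated with aluminum fluoride binding bead-coupled RGS4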
# ABCG2 block: inhibitors of human ABCG2 transporter, ABCB1 counter-screen | Q9UNQ0 | inhibition, % at 6.6 µM | IgMXP3 cells, JC-1 efflux, flow cytometry | AID 1325 | hit rate 0.1% among 190,000;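 active = inhibition above 80%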;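 note: 0% = DMSO and 100% = nicardipine control wells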
#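 material = IgMXP3 (ABCG2) plus far-red-tagged CCRF-Adr (ABCB1) cells | amount = 3 million cells/mL, equal mix of both lines | also added = JC-1 transporter substrate | dosing = one concentration, 6.6 µM final | schedule = 10 min at 25 °C | measured by = flow cytometric JC-1 green MFI at 530 nm | read-out basis = percent efflux inhibition, scaled nicardipine 100% to DMSO 0%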
# RGS7-Gao reg: human RGS7-Galphao interaction regulation; Multiplexed bead flow cytometry, RGS7-Galphao binding; actives lie on both sides; hit rate 0.35% among 220,000; P09471; binding response (% of control), % at 10 µM; in the data active = binding response below about 49% or above about 150%; inconclusive = no clear call, values can overlap the other calls; inactive = in between;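 note: fluorescent Galphao held in activated GDP-AlF4 state binding bead-coupled RGS7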
# ABCB1 block: inhibitors of human ABCB1 transporter, ABCG2 counter-screen; P08183; CCRF-Adr cells, JC-1 efflux, flow cytometry; inhibition, % at 6.6 µM; hit rate 0.067% among 190,000; in the data active = inhibition above about 40%;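 note: 0% = vehicle and 100% = reference inhibitor; higher value means more JC-1 retained so stronger ABCB1 efflux block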
# Bcl-2 Bim block: human Bim-Bcl-2 interaction inhibition. P10415. Bead-based flow cytometry, Bim peptide-Bcl-2 binding. inhibition, % at 10 µM. hit rate 0.06% among 190,000; in the data active = inhibition above about 40%; inconclusive = no clear call, values can overlap the other calls;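 note: 0% = no compound wells with probe peptide and 100% = reference peptide inhibitor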
# Target sequence (P10415 whole entry, looked up): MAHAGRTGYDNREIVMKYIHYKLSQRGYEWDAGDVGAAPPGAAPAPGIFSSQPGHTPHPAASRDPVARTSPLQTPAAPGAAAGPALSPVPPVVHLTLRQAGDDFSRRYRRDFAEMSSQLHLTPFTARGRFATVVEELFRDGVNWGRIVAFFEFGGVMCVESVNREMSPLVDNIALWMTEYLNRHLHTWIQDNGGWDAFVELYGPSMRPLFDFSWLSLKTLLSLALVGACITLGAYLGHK
# Avidin fluor: avidin bead compound fluorescence profile. Avidin beads, compound fluorescence 488/530 nm, flow cytometry; hits give high values. fluorescence (KMESF) at 10 µM. hit rate 0.38% among 220,000. AID 1775; in the data active = fluorescence above about 47; note: inactives centre near 10
# Bcl-XL Bim block: inhibitors of Bim-Bcl-XL interaction, human; Q07817; Bim peptide-Bcl-XL binding, bead flow cytometry, fluorescence; inhibition, % at 10 µM; hit rate 0.04% among 190,000
# Target sequence (Q07817 whole entry, looked up): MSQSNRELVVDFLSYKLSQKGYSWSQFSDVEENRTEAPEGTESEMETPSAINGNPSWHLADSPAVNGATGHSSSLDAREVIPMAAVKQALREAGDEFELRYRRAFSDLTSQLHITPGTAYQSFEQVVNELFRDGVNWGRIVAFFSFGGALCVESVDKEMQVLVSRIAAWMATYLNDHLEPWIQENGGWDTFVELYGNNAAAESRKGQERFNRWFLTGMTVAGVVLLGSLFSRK
# * hit, by the source's call; ? = inconclusive; · = not tested or not shown. Cut-off read from the data, not from the text of the source, unless noted: active = inhibition above about 40%.
SMILES,Bcl-B Bim block,GSH bead fluor,Bim-Bfl-1,Bim-Bcl-W,RGS4-Gao reg,ABCG2 block,RGS7-Gao reg,ABCB1 block,Bcl-2 Bim block,Avidin fluor,Bcl-XL Bim block
Cc1ccc(-c2cc(C(=O)NCCc3ccccn3)c3ccccc3n2)c(C)c1,-1,11,-1,-4,96,31,92,2.3,-4,9,-5
COc1cc2c(cc1OC)C(COc1ccc(F)cc1)N(C(=O)c1ccco1)CC2 (stereo not given),·,58,·,·,100,11,98,9.9,?,2,·
COc1ccc(C(CC(=O)c2ccccc2)C2CCCCC2=O)cc1 (stereo not given),-3,5,-9,2,105,4,102,0.9,-3,7,0
COC(=O)COc1ccc(S(=O)(=O)Nc2ccccc2C(=O)OC)cc1,-6,39,-13,0,111,6,146,1.2,-9,63*,-7
Fc1ccc(COc2ccc(Cl)cc2/C=N/Nc2nc(N3CCCC3)nc(N3CCCC3)n2)cc1,-6,36,-9,0,102,4,101,0.5,-8,5,-14
O=S(=O)(c1cccc(-c2nc3n(n2)Cc2ccccc2-3)c1)N1CCCC1,0,10,-5,3,100,4,105,0.4,-2,26,0
CC(C)NS(=O)(=O)c1ccc(CCC(=O)N2CCCCC2)cc1,-4,22,-7,0,100,1,100,0.5,-3,9,-1
Cc1cccn2c(=O)c3cc(C(N)=S)c(=N)n(CCCN4CCOCC4)c3nc12,48*,8,50*,16,95,2,100,-0.4,7,10,9
O=C1CN(S(=O)(=O)c2ccc(Cl)cc2)CC(=O)N1CCc1ccccc1,0,5,-3,-1,101,6,104,1.6,-5,16,-6
COc1ccc(Cl)cc1CN1CCN(c2nc(C)cc(C)c2C#N)CC1,-9,34,-14,-1,104,2,100,0.8,-10,11,0
O=C(c1ccc2nc(N3CCOCC3)sc2c1)N1CCN(C(=O)c2ccco2)CC1,-8,15,-3,-4,101,6,99,0.6,-4,24,-4
CCCC1C2C(=O)N(c3ccccc3)C(=O)C2ON1c1ccccc1 (stereo not given),4,30,6,4,102,-10,99,-0.7,3,7,1
Cc1ccc(CCN2CC(C(=O)NC3CCCC3)CC2=O)cc1 (stereo not given),0,18,-2,-3,103,0,102,0.1,-2,28,-2
Cc1c(NC(=O)COC(=O)c2ccccc2Cl)c(=O)n(-c2ccccc2)n1C,-2,17,-9,-1,97,0,100,0.2,-2,10,-1
O=C1NCCCC1C(=O)NCCN1C(=O)CCC1=O (stereo not given),-2,19,-2,1,96,0,98,0.2,1,10,0
O=C(Nc1c(F)cccc1F)c1cnc(N2CCN(c3ccccn3)CC2)c2ccccc12,-17,39,-13,-1,100,32,105,8.1,-11,11,-11
O=C(O)c1cc(C(=O)C2CC2)c[nH]1,-4,26,-2,0,98,-1,100,0.1,3,12,2
O=C(Nc1nc(-c2ccc(Cl)cc2Cl)cs1)c1ccc(OCC2CCCO2)cc1 (stereo not given),-4,7,0,-2,102,-6,103,-0.5,0,3,-2
Cc1ccc(S(=O)(=O)N2CCCOC2CNC(=O)C(=O)NCc2ccncc2)cc1 (stereo not given),-9,11,-13,-6,103,4,105,0.3,-16,13,-7
CC(C)CNC(=O)c1cccc(NC(=O)Cc2ccc(Br)cc2)c1,-11,15,-10,-3,97,21,99,0.8,-19,11,-6
CCn1cc(C(=O)NCCCOC)c2cc(OC)c(OC)cc2c1=O,-6,30,-10,-3,104,0,102,0.0,-5,6,0
COc1cc(/C=N/n2cnnc2)ccc1OC(=O)c1cccnc1,-8,34,-12,0,90,3,101,0.2,-13,9,-11
O=C1CCCN1c1ccc(CNS(=O)(=O)c2ccc(F)cc2)cc1,-1,18,-5,-1,98,15,98,2.4,-1,6,-2
O=C(O)CC(NC(=O)C(c1ccccc1)c1ccccc1)c1ccco1 (stereo not given),5,23,6,0,97,-6,100,0.5,2,19,6
CC(=O)N1CCN(C(=O)c2ccc(-n3c(C)ccc3C)cc2)CC1,41*,9,7,6,93,0,99,-0.3,17,2,10
CCOC(=O)c1c(N)sc2c(OCC)c(Br)ccc12,-3,12,0,-1,100,-2,101,0.9,-2,13,-4
CSc1nsc(SCC(=O)N2CCCCC2)n1,-3,14,-4,-2,107,4,102,0.2,-3,17,1
COc1ccc2cc(C(=O)C3CCCN(Cc4ccccn4)C3)ccc2c1 (stereo not given),-6,14,-11,-4,100,6,99,1.7,-8,11,-2
COc1cc([N+](=O)[O-])cc2cc(C(=O)N3CCCC3)c(=O)oc12,0,13,-5,0,100,1,101,1.0,0,10,0
COc1cc(CNc2nnnn2C)ccc1OCc1ccc(F)cc1Cl,-4,21,-2,1,96,18,100,0.7,-4,7,-2
Cc1cc(C(=S)N2CCOCC2)c(C)n1-c1ccc(Cl)cc1,9,10,17,9,94,5,93,0.3,22,7,11
O=C(COc1ccc(C(=S)N2CCC(Cc3ccccc3)CC2)cc1)N1CCOCC1,-16,13,-5,-4,103,1,105,1.1,-8,5,-6
CCCOc1ccccc1C1NC(=O)NC(C)=C1C(=O)OCCOCC (stereo not given),0,22,-3,0,103,3,100,1.6,-4,11,0
O=C(Cc1c(F)cccc1Cl)c1ccc(O)cc1O,-8,16,-13,0,109,6,112,1.7,-12,10,-7
COc1ccc(C)cc1S(=O)(=O)n1ccnc1C,0,10,-1,1,91,4,93,0.9,0,12,0
Cn1c(NCc2c(O)ccc3ccccc23)nc2ccccc21,-13,34,-10,-1,90,21,95,-0.1,-11,11,-12
CCNC(=S)Nc1ccc2ncoc2c1,-3,9,-1,0,97,4,95,1.2,0,8,-1
CCC(C)NCCCOc1cc(Cl)ccc1Cl (stereo not given),-1,5,-8,0,109,2,105,0.3,1,7,-7
COc1ccccc1-n1c(CNC(=O)c2cccc([N+](=O)[O-])c2C)n[nH]c1=S,-15,13,0,-3,100,0,106,0.2,-4,7,-4
COc1ccc(C)cc1NC(=O)C1CCN(C(=O)Cc2ccccc2)CC1,-23,15,-7,-2,101,3,102,1.0,-2,12,-2
COc1cc(N2CCCC2)c(OC)cc1/C=C1/NC(=S)NC1=O,0,10,4,0,105,15,103,1.7,0,12,-2
Cc1ccc2nsnc2c1S(=O)(=O)N1CCOCC1,-4,36,-9,-1,91,2,95,0.7,-3,6,-6
COc1cccc(CNc2cccc3cccnc23)c1O,-1,20,0,1,101,1,100,0.2,0,17,0
N/C(=N\OC(=O)Cc1ccc(Cl)cc1)c1ccncc1,-2,24,-4,2,103,4,103,0.7,-4,15,-2
O=C1C2CC=CCC2C(=O)N1c1ccc(NCCc2cccc(F)c2)c([N+](=O)[O-])c1 (stereo not given),-3,4,1,0,99,13,100,0.1,0,14,0
O=C(NCc1ccccc1)c1ccc(Br)cc1,-4,14,-11,-2,96,9,100,1.3,-5,10,-1
CC(C)(C)NC(=O)C1N(c2cccnc2)C(=O)C2C(C(=O)Nc3ccccc3F)C3(C)C=CC21O3 (stereo not given),-2,25,-2,2,101,0,98,0.0,0,6,0
O=C(N/N=C/C=C\c1ccco1)c1cccs1,-1,11,8,2,99,7,93,0.2,2,5,-2

# Avidin fluor, hit marks shown above
structure,Bcl-B Bim block,GSH bead fluor,Bim-Bfl-1,Bim-Bcl-W,RGS4-Gao reg,RGS7-Gao reg,Bcl-2 Bim block,Avidin fluor,Bcl-XL Bim block
COC(=O)COc1ccc(S(=O)(=O)Nc2ccccc2C(=O)OC)cc1,-6,39,-13,0,111,146,-9,63*,-7

# Next section.
SMILES,Bcl-B Bim block,GSH bead fluor,Bim-Bfl-1,Bim-Bcl-W,RGS4-Gao reg,ABCG2 block,RGS7-Gao reg,ABCB1 block,Bcl-2 Bim block,Avidin fluor,Bcl-XL Bim block
Cc1cc(Cl)c(OCCCN(C)C)c(Br)c1,-8,13,-19,-6,98,2,99,0.3,-7,16,-6
Cc1cc(C)c(NC(=S)N(CCCN2CCN(C)CC2)Cc2cccs2)c(C)c1,0,21,-3,0,91,5,101,0.9,-4,9,-3
COc1cccc(OCCNC(=O)c2ccccc2Sc2ccccc2C#N)c1,-9,15,-10,-5,98,6,96,0.8,-5,16,-7
C/C(=N\OCC(=O)NC(C)C)c1cccs1,-1,17,-3,0,101,2,101,1.2,-3,9,0
COc1ccc(/C=N/NC(=O)Nc2ccc3nsnc3c2)c(OC)c1,0,25,-2,1,104,-3,?,-0.9,-5,10,0
CC(C)/C(=N\NS(=O)(=O)c1ccc(Br)cc1)c1cccs1,0,20,-5,0,101,0,101,1.1,-1,6,-3
Clc1ccc(-n2nnnc2-c2ccccc2)cc1Cl,-7,41,-10,4,101,2,106,-0.7,-9,19,-11
O=C1C(c2ccc(F)cc2)N(Cc2ccc3c(c2)OCO3)C(=O)CN1C1CCCCCC1 (stereo not given),0,14,-3,0,73,2,79,1.8,-2,12,-3
CCN1CCN(c2ccc(NC(=O)c3ccccc3F)cc2Cl)CC1,0,19,-5,4,107,11,109,2.7,-1,7,0
O=c1[nH]c(=O)n(C2CCCO2)cc1F (stereo not given),-4,19,-5,-1,102,0,99,0.1,0,7,-4
O=C(NCc1ccco1)C(NS(=O)(=O)c1cccc2nsnc12)c1ccccc1 (stereo not given),-8,21,-16,-2,99,9,108,0.9,-11,52*,-7
CCCC(=O)NC(c1ccc(OC)c(OC)c1)c1cc(Cl)c2cccnc2c1O (stereo not given),0,11,0,0,90,6,85,1.1,0,9,-3
Cc1ccc(/C=C/C(=O)N2CCc3ccccc3C2)cc1,-32,41,-13,2,99,14,100,-0.3,-18,8,-6
C/C=C/C=C/C(=O)OC(C)C(=O)Nc1cc([N+](=O)[O-])ccc1OC (stereo not given),-4,9,-9,0,95,12,?,2.5,-2,11,0
O=C(NCCN1CCOCC1)c1ccc2c(c1)ncn2C1CCCCC1,-6,14,-10,1,100,5,99,0.7,-9,11,-4
Cc1nn(CC(=O)N2c3ccccc3NC(=O)C2(C)C)c(C)c1[N+](=O)[O-],-2,28,0,3,101,5,101,1.5,4,24,-1
COc1ccc(CCNC(=S)Nc2ccccc2C)cc1,-4,21,0,-4,99,3,103,0.9,0,9,-3
CCN(CC)S(=O)(=O)c1ccc(OC)c(NC(=O)c2cc3c(=O)n4ccccc4nc3s2)c1,-11,16,-10,-3,102,-6,104,-1.1,-7,7,-8
O=C(Nc1cnc2ccccc2c1)c1ccncc1,-7,17,-8,-3,105,3,106,0.3,-4,8,-7
C=C(C)c1cccc(C(C)(C)NC(=O)N2CC(C)OC(C)C2)c1 (stereo not given),-4,15,-6,-2,103,-7,99,1.1,-6,7,-6

# Full records from above:
# Results for C/C=C/C=C/C(=O)OC(C)C(=O)Nc1cc([N+](=O)[O-])ccc1OC (stereo not given) → Bcl-B Bim block: -4; GSH bead fluor: 9; Bim-Bfl-1: -9; Bim-Bcl-W: 0; RGS4-Gao reg: 95; ABCG2 block: 12; RGS7-Gao reg: ?; ABCB1 block: 2.5; Bcl-2 Bim block: -2; Avidin fluor: 11; Bcl-XL Bim block: 0
# Results for CCN(CC)S(=O)(=O)c1ccc(OC)c(NC(=O)c2cc3c(=O)n4ccccc4nc3s2)c1 → Bcl-B Bim block: -11; GSH bead fluor: 16; Bim-Bfl-1: -10; Bim-Bcl-W: -3; RGS4-Gao reg: 102; ABCG2 block: -6; RGS7-Gao reg: 104; ABCB1 block: -1.1; Bcl-2 Bim block: -7; Avidin fluor: 7; Bcl-XL Bim block: -8
